# High-throughput results (PubChem)
# SR-BI uptake up: SR-BI HDL lipid transfer activation; CHO ldlA[mSR-BI] cells, DiI-HDL uptake fluorescence, 3 h; 100 = double the neutral-control signal; AID 504775; hit rate 0.096% among 320,000; activation, % at 12.5 µM;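 active means mean replicate activation of at least 60% and every replicate at or above 60%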;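 further: 0% = median plate neutral-control signal and 100% = twice that signal; values of inactives mirror those of a sister screen read the other way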
#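 Test system: SR-BI-overexpressing, LDLR-lacking CHO cells; Also added: labelled HDL, 10 µg/mL; Measured by: bottom-read cell fluorescence after medium removal, ex 550/em 595 nm; Timing: 3 h uptake period with compound, 37 °C; Buffer or medium: F12, 0.5% BSA, 25 mM HEPES; Doses: single compound concentration, delivered by pin transfer.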
# Wnt bcat act: activates Wnt/beta-catenin signaling in a reporter cell assay; activator, plate reader; activation, % at 9.35 µM; hit rate 1.2% among 300,000; in the data active means activation above about 30%, passing the limit was not always enough;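 further: 0% = neutral control wells and 100% = positive control wells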
# MITF TRPM1 HTS: MITF TRPM1 promoter activation in melanoma cells; AID 588334; hit rate 0.75% among 300,000; SK-MEL-5 TRPM1-promoter luciferase, 24 h; % of positive control, neutral wells = 0; activation, % at 12.5 µM;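 active means mean activation of at least 80% with every replicate also reaching 80%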;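 further: 0% = neutral control wells and 100% = parthenolide positive control wells; values of inactives mirror those of a sister screen read the other way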
# CAL PDZ FP-1: blocks peptide binding to human CAL PDZ domain. purified CAL PDZ, TMR-peptide fluorescence polarization, 1 h. Q9HD26. AID 504414. inhibition, % at 20 µM. hit rate 0.02% among 330,000;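 active means highest replicate inhibition of at least 40%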;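 further: plate controls were DMSO neutral control wells for no effect and unlabeled competitor peptide control wells for full effect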
#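 Material: tagged CAL PDZ protein CerCALP, purified; buffer or medium: sodium phosphate/NaCl buffer pH 7.4 with TCEP, IgG, Thesit; also added: fluorescent TMR peptide probe; schedule: 1 h incubation at room temperature before polarization reading; technique: fluorescence polarization from S- and P-plane intensities, G-factor corrected; control set: unlabelled peptide and DMSO controls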
# AddAB inh: less growth of phage-infected E. coli with AddAB. hit rate 0.29% among 330,000. E. coli expressing H. pylori AddAB, absorbance growth. AID 435030. inhibition, % at 11.9 µM; in the data active means inhibition above about 12%;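 further: 0% = vehicle wells of infected cells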
# Tat transport: E. coli Tat transport inhibition; inhibition, % at 10 µM; E. coli MC4100 TorA-mCherry Tat export, fluorescence; hit rate 0.036% among 340,000;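 active means mean replicate inhibition at least 50% and at least half of replicates individually reaching 50%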;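 further: exported cargo escapes ClpAP degradation while cytoplasmic cargo is degraded and loses fluorescence; 0% = median of neutral control wells and 100% = median of NaSCN control wells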
# E coli growth: counter-screen for AddAB inhibitors: E. coli growth inhibition; inhibition, % at 11.9 µM; E. coli V3065 growth, OD600 absorbance, 18 h; AID 449728; hit rate 0.27% among 330,000;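 active means inhibition above the campaign's mean inhibition across all tested compounds plus 3 SD, cut at about 9.9% in these data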;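 further: uninfected addAB+ strain grown without phage in ampicillin broth; 0% = DMSO wells and 100% = ciprofloxacin 0.95 µg/ml wells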
# phage Ecoli inh: E. coli growth loss with phage present. inhibition, % at 11.9 µM. growth absorbance. hit rate 0.26% among 360,000. AID 651602; in the data active means inhibition above about 11%
# CAL PDZ FP-2: blocks peptide binding to the human CAL PDZ domain; hit rate 0.92% among 300,000; Q9HD26; AID 602252; purified CAL PDZ, TMR-peptide fluorescence polarization, 1 h; inhibition, % at 24.9 µM;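 active means mean inhibition of at least 30% with at least half of replicates also reaching 30%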;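 further: 0% = DMSO neutral control and 100% = excess unlabeled competitor peptide PRC23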
# SR-BI HDL uptake: mouse SR-BI HDL lipid transfer inhibition | hit rate 0.96% among 320,000 | AID 488896 | inhibition, % at 12.5 µM | ldlA[mSR-BI] CHO cells, DiI-HDL uptake fluorescence, 3 h;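 active means mean replicate inhibition of at least 70% and a set share of replicates each scoring 70 or more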;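 further: 0% = median of neutral control wells and 100% = median of positive control wells; values of inactives mirror those of a sister screen read the other way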
# Target sequence (Q61009 whole entry, looked up): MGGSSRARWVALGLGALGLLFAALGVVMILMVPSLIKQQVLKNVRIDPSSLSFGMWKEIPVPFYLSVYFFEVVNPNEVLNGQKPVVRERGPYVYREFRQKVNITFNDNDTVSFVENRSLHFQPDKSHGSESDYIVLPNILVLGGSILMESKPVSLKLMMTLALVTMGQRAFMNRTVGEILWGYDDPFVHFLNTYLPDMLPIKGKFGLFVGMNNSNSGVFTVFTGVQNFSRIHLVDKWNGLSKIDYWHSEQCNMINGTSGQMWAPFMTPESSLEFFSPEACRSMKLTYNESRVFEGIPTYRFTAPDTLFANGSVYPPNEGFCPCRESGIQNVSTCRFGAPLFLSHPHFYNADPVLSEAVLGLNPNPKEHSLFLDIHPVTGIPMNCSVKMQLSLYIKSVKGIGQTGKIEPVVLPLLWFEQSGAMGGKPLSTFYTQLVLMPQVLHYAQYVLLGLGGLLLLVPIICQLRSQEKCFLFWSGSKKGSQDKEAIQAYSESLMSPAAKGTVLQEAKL
# An asterisk follows results filed as active; nt = not tested or not shown.
Structure	SR-BI uptake up	Wnt bcat act	MITF TRPM1 HTS	CAL PDZ FP-1	AddAB inh	Tat transport	E coli growth	phage Ecoli inh	CAL PDZ FP-2	SR-BI HDL uptake
COc1ccc(N(C(=O)c2cccnc2)S(=O)(=O)c2ccc3c(c2)n(C)c(=O)n3C)cc1	nt	nt	-12	-0.6	2.2	-8	-1.3	2.9	-4	nt
NC(=O)C1CCN(C(=O)CCSc2ccccc2)CC1	14	nt	35	-1.5	1.8	-1	-2.8	3.0	-1	-14
COc1ccc(C(=O)COC(=O)C(CCSC)NC(=O)COc2ccccc2)c(OC)c1 (centres undefined)	-38	1	3	4.4	1.7	-1	-2.1	0.4	-4	38
Cc1cc(C)n2c3c(c(C#N)c2n1)CCCC3	9	5	11	-2.1	-0.9	-2	-1.3	0.2	-3	-9
COc1ccc2[nH]c3c(c2c1)CCN1C(=O)N([C@@H](C)C(=O)NCC2CCCO2)C(=O)[C@]31C (some centres undefined)	-24	-1	-5	0.8	0.5	5	-3.5	2.0	2	24
CCOC(=O)c1csc(NC(=O)CSc2nnc(C3CC3)n2C)n1	19	2	-10	-0.5	2.1	-3	0.9	3.2	-1	-19
CCN1/C(=C/c2ccc3cc(C)ccc3[n+]2CC)Sc2ccc3sccc3c21	nt	nt	-100	1.1	-1.4	-7	-2.7	nt	-4	nt
O=C(/C=C/Nc1cccc([N+](=O)[O-])c1)c1ccco1	8	29	70	-2.4	3.1	10	-0.4	1.4	-2	-8
CC(C)(C)c1nc2scc(-c3ccc(Br)cc3)c2c(=O)o1	-2	nt	21	-2.3	-1.0	12	-1.6	2.6	3	2
CC1CCN(c2ccc(S(=O)(=O)Nc3cc(C(=O)O)cc(C(=O)O)c3)cc2[N+](=O)[O-])CC1	nt	0	nt	nt	-0.8	nt	-2.8	-1.5	nt	nt
O=C(CSc1nncc2ccccc12)Nc1ccc(C(=O)O)cc1	29	0	-8	-1.1	8.8	-6	1.7	0.9	nt	-29
COc1ccccc1C(=O)NNC(=O)C(=O)NCc1ccccc1	9	-9	-14	-3.2	-4.2	-8	-7.4	-4.7	0	-9
CCOc1ccccc1Oc1c(C)oc2cc(OC(=O)N3CCOCC3)ccc2c1=O	-21	-1	nt	-0.6	0.9	1	-0.5	3.5	-4	21
Cc1ccc(C)c(OCC(=O)N/N=C/c2c(C)nn(-c3ccccc3)c2Cl)c1	nt	-6	nt	nt	-0.9	nt	-0.6	1.0	nt	nt
COc1cc(OC)cc(C(=O)Nc2cccnc2)c1	5	10	-4	-0.5	4.3	-5	-1.4	4.0	0	-5
O=C(CC12CC3CC(CC(C3)C1)C2)NC(=S)NCc1ccccc1	7	nt	6	-1.1	2.4	-3	-2.4	-2.5	2	-7
O=C(O)CC1=C(O)C(=O)N(c2ccccc2)C1c1ccc(Br)cc1 (centres undefined)	9	nt	1	-1.1	1.6	-1	-0.2	3.7	-1	-9
CC1Cc2ccccc2N1C(=S)NC(=O)c1cccc(Br)c1 (centres undefined)	7	-3	-9	-0.1	-3.6	-5	-7.1	-0.4	-2	-7
COc1ccc([N+](=O)[O-])cc1NC(=O)Cc1ccccc1Cl	-27	nt	0	-2.5	-0.5	1	1.2	-0.1	-5	27
CC(OC(=O)CCc1cc(C(C)(C)C)c(O)c(C(C)(C)C)c1)C(=O)NC1CC1 (centres undefined)	-69	-1	19	-1.3	1.6	4	1.1	2.2	1	69
C=CCSc1nnc(CSc2nc3sc4c(c3c(=O)[nH]2)CCCC4)n1-c1ccccc1	-2	-5	3	-2.4	nt	15	nt	-0.6	-7	2
COc1ccc(C(=O)C(C)N(C(=O)c2ccc(Cl)cc2Cl)N2C(=O)C3C4C=CC(C4)C3C2=O)cc1 (centres undefined)	21	nt	-4	-3.6	0.3	2	-0.1	1.5	-18	-21
COc1ccc(C#Cc2c(C=O)n(C)c3ccccc23)cc1	-14	-3	-8	-1.6	3.0	-1	3.9	3.2	-3	14
COc1cc2c(c(OC)c1OC)C(c1ccc(O)cc1)CC(=O)O2 (centres undefined)	26	-1	13	-0.5	-0.9	-1	-1.1	-0.2	-7	-26
Cn1ncc2c(N3CCOCC3)ncnc21	-17	nt	7	-2.2	-0.2	7	-1.3	-0.8	-5	17
COc1ccccc1-c1cc(-c2ccc(O)cc2)nc(N)c1C#N	-31	3	-1	0.1	-1.5	3	2.4	2.9	-9	31
Nc1ccccc1C(=O)C[C@H](N)C(=O)O	9	0	-15	-0.6	nt	-7	nt	2.7	-1	-9
S=C(Nc1cccnc1)NC1CCCCCCC1	5	9	2	0.1	-1.3	-11	2.1	2.8	-8	-5
Cn1c(SCc2nc3ccccc3[nH]2)nnc1-c1cnccn1	10	nt	5	-0.5	5.3	-6	1.3	4.8	2	-10
COc1ccc(N(Cc2cc3ccc(C)cc3[nH]c2=O)C(C)=O)cc1	8	-6	-6	-1.9	3.2	0	1.3	1.6	-2	-8
CCOC(=O)C1=C(O)C(=O)NC(c2ccccc2)=C(OC2CCCCC2)C1	16	-2	3	-0.5	0.0	8	-0.7	7.2	-4	-16
CCOc1ccc(NC(=O)CC(C)S(=O)(=O)c2ccc3c(c2)NC(=O)CO3)cc1 (centres undefined)	4	-2	6	-1.5	2.7	-3	-0.4	-1.6	-3	-4
Cc1onc(-c2ccccc2)c1NC(=O)Nc1ccc(OC(F)F)cc1	nt	1	nt	nt	-0.2	nt	-0.7	2.5	nt	nt
Cc1ccc(CCN2C(=O)CCC2(C)C(=O)NCc2cccnc2)cc1 (centres undefined)	29	nt	2	-0.1	0.5	-9	-3.2	2.7	-3	-29
CC(C)OCCCNC(=O)Cc1ccc(Br)cc1	22	-1	5	-2.1	1.1	-8	0.3	2.7	-4	-22
COc1ccc(OC)c(NC(=O)c2ccc3c(c2)CCN3S(C)(=O)=O)c1	-58	0	nt	-1.2	0.2	-5	1.0	2.2	-2	58
O=C(CCCCCCC(=O)c1ccccc1)c1ccccc1	-1	2	nt	0.0	-0.3	-5	-3.3	2.7	nt	1
CCOc1ccc(-c2nnc3ccc(SCC(=O)Nc4cc(C)on4)nn23)cc1	14	-1	8	-1.8	0.1	-9	-0.8	-1.4	-22	-14
CCN(CC(=O)Nc1ccc(NC(C)=O)cc1)C(=O)c1cccc(N2C(=O)c3ccccc3C2=O)c1	19	1	6	-1.2	nt	0	nt	6.6	-4	-19
O=C(Nc1cccc(Cl)c1)Nc1nnc(-c2ccncc2)s1	-10	-19	5	-4.8	12	0	7.8	13*	-1	10

# An excerpt from above with just MITF TRPM1 HTS, CAL PDZ FP-2 and AddAB inh.
compound | MITF TRPM1 HTS | CAL PDZ FP-2 | AddAB inh
O=C(Nc1cccc(Cl)c1)Nc1nnc(-c2ccncc2)s1 | 5 | -1 | 12
COc1ccc(C(=O)C(C)N(C(=O)c2ccc(Cl)cc2Cl)N2C(=O)C3C4C=CC(C4)C3C2=O)cc1 (centres undefined) | -4 | -18 | 0.3

# Next section
Structure	SR-BI uptake up	Wnt bcat act	MITF TRPM1 HTS	CAL PDZ FP-1	AddAB inh	Tat transport	E coli growth	phage Ecoli inh	CAL PDZ FP-2	SR-BI HDL uptake
Cc1ccc(S(=O)(=O)N2CCN(C(=O)c3cc4c(s3)CCCC4)CC2)c(C)c1	-16	-5	-10	-0.9	-1.0	10	0.7	0.5	-3	16
CCCCN(CC)CCCNC(=O)c1cc2cc3ccc(OC)cc3nc2o1	nt	0	12	-5.7	1.8	-6	-1.7	2.2	-4	nt
CCNC(=S)N/N=C/c1ccc(OCc2ccc(C(=O)OC)cc2)cc1	-6	-6	-3	-2.5	0.0	0	1.6	3.8	0	6
O=C1NCCN(Cc2cccc(Oc3ccccc3)c2)C1CC(=O)N1CCCCO1 (centres undefined)	-13	-9	-7	-0.7	-1.7	15	-2.8	3.2	5	13
CCOc1cc2[nH]c(=O)n(Cc3ccccc3)c(=O)c2cc1OCC	-29	1	nt	-0.9	3.4	-1	0.3	3.3	0	29
Cc1ccc(S(=O)(=O)NCc2ccc(C(=O)N3CCN(c4ccccc4)CC3)cc2)cc1	-20	-2	3	-1.7	3.0	5	0.6	-1.4	1	20
Cc1ccc(O)c(-c2cc(C(F)(F)C(F)F)nc(-c3ccccc3)n2)c1	-39	nt	6	0.0	0.6	-10	-0.9	1.8	-3	39
COc1cc(CN2CCC(Cc3ccccc3)CC2)cc(OC)c1OC	27	-1	-34	7.0	nt	-8	nt	4.1	-3	-27
Cc1ccc(NC(=O)C(C)N2CCN(C)CC2)cc1S(=O)(=O)N1CCOCC1 (centres undefined)	18	-4	1	-0.4	0.3	4	1.6	4.6	-5	-18
CCN(CC)S(=O)(=O)c1ccc(NC2CCN(Cc3ccccc3)CC2)nc1	0	-3	-4	-1.8	2.3	2	-1.3	0.5	-1	0
COc1ccc(NC(=O)COC(=O)CCc2ccc(S(=O)(=O)N3CCOCC3)cc2)cc1Cl	10	-4	17	-1.7	-0.8	25	-1.6	1.2	-2	-10
Cc1cc(C)c(NC(=O)CNC(=O)CN2C(=O)NC3(CCCc4ccccc43)C2=O)c(C)c1 (centres undefined)	17	-2	-16	-2.7	-0.2	-6	1.7	3.0	3	-17
COc1ccccc1N1CCc2c(C)nc3c(OC)cccc3c21	-13	-3	9	-0.5	0.3	1	0.9	nt	3	13
CCC(C)NC(=O)C1CCN(S(=O)(=O)c2ccc(OC)cc2)CC1 (centres undefined)	-20	nt	-9	0.0	1.7	3	-0.3	2.4	-5	20
CCOc1ccc(NC(=O)CN(C)C(=O)c2cc(-c3ccc(OC)cc3)nc3ccccc23)cc1OCC	-40	3	20	0.8	-3.5	9	0.6	3.0	-4	40
COc1cccc(C(=O)N/N=C(/CCC(=O)O)c2ccccc2)c1	14	2	9	-1.3	1.9	1	1.6	2.2	-2	-14
COc1cc2ccc(=O)oc2cc1OCC(O)C(C)(C)O (centres undefined)	-6	-1	-4	1.5	3.7	-1	-1.3	5.4	0	6
Cc1nn(Cc2ccc([N+](=O)[O-])cc2)c(=O)n1N(C)c1ncc(C(F)(F)F)cc1Cl	-9	-6	13	-1.6	-0.4	1	3.0	0.0	-2	9
COc1cc(Cl)ccc1OCc1cc(C(=O)NC2CCc3ccccc32)no1 (centres undefined)	22	-3	-18	-0.5	-1.0	-8	-1.0	0.9	-3	-22
O=C(COC(=O)c1ccc2c(c1)OCCO2)NCCc1ccccc1	10	-1	-1	-3.2	2.5	2	1.3	2.7	-2	-10
CS(=O)(=O)N(CC(=O)Nc1cccc([N+](=O)[O-])c1)c1ccccc1F	-18	6	2	-2.3	0.3	1	1.2	3.2	0	18
CCOC(=O)c1ccc(NC(=O)Oc2cc(C)c(Cl)cc2C(C)C)cc1	-17	-2	14	0.1	1.9	-5	-4.0	-1.4	-3	17
